Siah-1 displacement = blockers of Siah-1 interaction with plectin peptide – biochemical, fluorescence polarization, rhodamine-plectin, uHTS, primary screen (AID 1817). Siah-1 / rhodamine-plectin peptide fluorescence polarization; higher % means a stronger effect. displacement, % at 20 µM, or IC50 in µM where a hit was titrated. actives 0.02% (n = 290,000);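 active = displacement of at least 50% at 20 µM, with a fluorescence ratio check between 0.3 and a set limit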;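 also: plate controls were Siah plus tracer with DMSO for no effect and tracer alone without Siah for full effect; strong numbers were not always called active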
AID2073 = disruptors of CaV2.2 binding to Mint1 – biochemical, HTRF (AID 2073) | HTRF protein-protein interaction, Mint1-CaV2.2; higher % means a stronger effect | inhibition, % at 20 µM; hits with a dose series show IC50 in µM | actives 0.19% (n = 290,000); in the data active = inhibition mostly above about 51%, no sharp cut-off; inconclusive = no clear call, values can overlap the other calls; inactive = mostly below about 53%; also: some results filed as inactive read as strong as hits
KOR beta-arrestin-1 = kappa opioid receptor activators – cell-based, luminescence, uHTS, primary screen (AID 1777); activation, % at 10 µM; hits with a dose series show EC50 in µM; KOR beta-arrestin recruitment, luminescence; higher % means a stronger effect; actives 0.02% (n = 280,000); in the data active = activation above about 50%, passing the limit was not always enough; also: a part of the inactive calls stands beside numbers as strong as those of hits
KOR beta-arrestin-2 = KOR antagonists, beta-arrestin recruitment, cell-based, luminescence, uHTS (AID 1778); inhibition, % at 10 µM, or IC50 in µM where a hit was titrated; KOR beta-arrestin recruitment, luminescence, antagonist mode; higher % means a stronger effect; actives 0.091% (n = 290,000); in the data active = inhibition above about 50%; also: strong numbers were not always called active
HIV fusion peptide = cell-free HIV fusion peptide-binding blockers – biochemical, uHTS, fluorescence dequenching, primary screen (AID 1986); cell-free peptide binding, fluorescence dequenching, 30 min; higher % means a stronger effect; inhibition, % at 20 µM, or IC50 in µM where a hit was titrated; actives 0.3% (n = 290,000); in the data active = inhibition mostly above about 52%, no sharp cut-off; inactive = mostly below about 76%; also: some results filed as inactive read as strong as hits
NOD1 NF-kB reporter = NOD1 signaling inhibitors, primary screen, cell-based, luminescence, uHTS (AID 1578). NOD1-driven NF-kB luciferase reporter cells, luminescence; higher % means a stronger effect. actives 1% (n = 290,000). inhibition, % at 4 µM, or EC50 in µM where a hit was titrated; in the data active = inhibition mostly above about 36%, no sharp cut-off; inactive = mostly below about 34%;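 also: HEK-293T reporter cells stimulated with the NOD1 agonist gamma-tri-DAP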
GPR35 arrestin U2OS = GPR35 antagonists blocking zaprinast-driven arrestin recruitment, primary screen, imaging, U2OS, beta-arrestin-GFP, zaprinast agonist (AID 2058); one-dose inhibition, % at 10 µM; IC50 in µM for titrated hits; actives 0.052% (n = 290,000); U2OS GPR35 beta-arrestin-GFP translocation imaging, zaprinast antagonism; higher % means a stronger effect;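 active = inhibition of at least 50% with at least 30 cells and total cytoplasm GFP at most 10,000,000; inconclusive = under 30 cells or total GFP of 10,000,000 plus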
GPR55 antagonists = GPR55 antagonists blocking LPI-driven arrestin recruitment, primary screen, imaging, U2OS, beta-arrestin-GFP, LPI agonist (AID 2013). actives 0.13% (n = 290,000). one-dose inhibition, % at 10 µM; IC50 in µM for titrated hits. U2OS GPR55 beta-arrestin-GFP translocation imaging, LPI antagonism; higher % means a stronger effect;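 active = spots per cell inhibited over 60%, with over 100 cells counted and total cytoplasm intensity under 500,000; inconclusive = wells with under 100 cells, flagged as likely toxic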;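 also: U2OS cells stably carrying GPR55 and arrestin-GFP stimulated by 5 µM LPI near EC80; imaged beta-arrestin-GFP aggregate spots per cell after agonist stimulation; plate controls were LPI-stimulated DMSO wells for no effect and DMSO wells without LPI for full effect; some results filed as inactive read as strong as hits; confirmed hits need IC50 under 10 µM and bright autofluorescent wells are also inconclusive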
GPR55 activation = GPR55 agonists via beta-arrestin recruitment, primary screen, imaging, U2OS cells, beta-arrestin-GFP redistribution (AID 1961). U2OS GPR55 beta-arrestin-GFP redistribution imaging; higher % means a stronger effect. activation, % at 10 µM, or EC50 in µM where a hit was titrated. actives 0.048% (n = 290,000);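 active = activation above 40% with more than 50 cells counted in the well; inconclusive = wells holding fewer than 50 cells, flagged as toxic or sparse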;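 also: U2OS osteosarcoma cells stably expressing GPR55 and beta-arrestin-GFP; plate controls were DMSO negative control for no effect and LPI positive control for full effect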
Numbers without * were called inactive; ? = inconclusive; · = not tested or not shown; [ ] = another dose, or the depositor's remark. The list is partial (hit frequency here may not be typical).

Compound	Siah-1 displacement	AID2073	KOR beta-arrestin-1	KOR beta-arrestin-2	HIV fusion peptide	NOD1 NF-kB reporter	GPR35 arrestin U2OS	GPR55 antagonists	GPR55 activation
Cc1ccc(/C=N\NC(=O)C2CC(=O)N(c3ccccc3)C2)o1 (configuration not stated)	-1%	-14%	-7.3%	22%	-2.3%	3%	-12%	2%	-0.1%
COc1cccc(CNC(=O)CCCc2cn(C)c3ccccc23)c1	1%	19%	-18%	18%	-2.6%	3%	-9%	7%	0.0%
CCCCOc1ccccc1C1CC(=O)NC2=C1C(=O)CCC2 (configuration not stated)	7%	19%	4.1%	-102%	-0.9%	-2%	8%	-10%	-0.2%
CC1COc2ccccc2N1C(=O)c1ccc(Cl)nc1 (configuration not stated)	-1%	-4%	1.5%	8%	-0.4%	-46%	9%	6%	0.0%
COC(=O)CCC(=O)N1CCOCCOCCOCC1	4%	12%	-7.5%	-13%[20 µM]	-0.9%	2%	-2%	5%	-0.1%
CCCn1c(C)cc(C(=O)COc2ccc(C)nc2[N+](=O)[O-])c1C	0%	-17%	-3.5%	4%	6.9%	·	-12%	10%	-0.2%
COc1ccccc1-n1c(SCC(=O)NCC2CCCO2)nc2c([nH]c3ccccc32)c1=O (configuration not stated)	2%	?	0.6%	28%	-0.8%	-13%	9%	5%	0.0%
Fc1c(F)c(C(F)(F)F)c(F)c(F)c1N1CCN(c2ccc3nnc(C(F)(F)F)n3n2)CC1	-2%	-4%	33%	-42%	-0.5%	6%	10%	-28%	0.1%
O=S(=O)(c1ccc(N2CCN(Cc3ccc4c(c3)OCO4)CC2)nc1)N1CCOCC1	0%	-5%	-4.2%	6%	-1.4%	-27%	-8%	6%	-0.2%
Cc1cc2nc(-c3cc(N4CCOCC4)ccc3[N+](=O)[O-])ccn2n1	-1%	9%	-3.8%	9%	0.1%	-36%	2%	2%	-0.3%
Cc1ccc(NC(=O)CCCn2nc(C)c3c(C)n(-c4ccccc4)nc3c2=O)cc1C	6%	?	2.6%	-7%	-0.6%	-9%	8%	5%	-0.2%
Cc1ccc(NC(=O)CSc2nnc3c(n2)[nH]c2ccccc23)cc1	8%	3%	-4.0%	-16%	0.7%	-17%	-7%	-6%	0.4%
O=C(NCCCn1ccnc1)c1ccc(Cl)s1	2%	11%	0.9%	4%	-1.2%	-38%	13%	2%	0.0%
Cc1ccccc1S(=O)(=O)Nc1ncnc2ccccc12	2%	10%	-2.2%	-9%	-0.4%	-40%	4%	5%	-0.2%
NC(=O)[C@@H]1CCCCNc2c(F)cc([N+](=O)[O-])cc2C(=O)N[C@@H](CC(=O)O)C(=O)N[C@@H](CCC(=O)O)C(=O)N1	3%	-2%	-1.1%	-27%	12%	-33%	-3%	0%	-0.3%
CC(=O)N=c1sc2cc(C)ccc2n1C	0%	-4%	-5.9%	-10%	0.4%	-10%	-8%	6%	-0.2%
c1ccc(-c2nc(NCc3ccco3)c3ccccc3n2)nc1	-3%	-3%	4.6%	-43%	-4.8%	15%	12%	7%	0.2%
CCc1ccc(N=C2NC(=O)/C(=C/c3ccc(OCC(=O)O)cc3)S2)cc1	-5%	21%	-1.6%	-6%[20 µM]	38%	-1%	-17%	-24%	-0.2%
Cc1ccccc1C(=O)NC(C)c1ccc2c(c1)CCCC2 (configuration not stated)	-2%	-3%	4.1%	-20%	0.6%	13%	7%	15%	1.1%
COC(=O)C1=CO[C@@H](OC2OC(CO)C(O)C(O)C2O)[C@@H]2C(CO)=CC[C@H]12 (some centres not stated)	-5%	-2%	0.2%	-19%	2.4%	-13%	-15%	-6%	0.1%
COc1ccc(CNC(=O)c2ccc3c(c2)NC(=O)C(C)S3)cc1 (configuration not stated)	4%	22%	-3.0%	0%	2.4%	-6%	-1%	-2%	-0.1%
Cc1ccc(NC(=O)CSc2ccc(-c3cccnc3)nn2)cc1Cl	1%	?	-1.7%	-40%	-0.1%	-22%	14%	-6%	0.5%
COCCCn1c(C(=O)NCCN2CCOCC2)cc2c(=O)n3cccc(C)c3nc21	0%	25%	1.6%	-10%	1.4%	-24%	14%	11%	-0.1%
O=C(Nc1cccc(C(=O)O)c1)Nc1cccc2ccccc12	-6%	12%	1.2%	-36%	2.8%	-12%	6%	3%	-0.1%
COc1ccc(S(=O)(=O)N2CCc3cc(OC)c(OC)cc3C2)cc1	-3%	6%	-1.3%	3%	1.6%	8%	5%	4%	-0.1%
CC(=O)N1c2ccc3ccccc3c2C(C)CC12CCCCC2 (configuration not stated)	3%	-4%	-3.5%	8%	-0.7%	15%	-14%	10%	0.2%
CCc1cccc(NC(=O)Cc2ccc(OC)c(OC)c2)c1	4%	-1%	4.2%	-11%	1.8%	-8%	-4%	6%	0.5%
CCOc1ccc(-c2nc(C#N)c(N3CCOCC3)o2)cc1	0%	5%	-0.7%	27%	-2.4%	-7%	6%	6%	-0.2%
CC(C)CNC(=O)c1ccccc1NC(=O)/C=C/c1cccc([N+](=O)[O-])c1	-3%	38%	21%	11%	0.9%	-28%	-18%	-1%	-0.3%
CCn1nnnc1SCC(=O)Nc1sc(C)c(C)c1C#N	3%	-2%	-2.4%	-3%	-1.3%	-1%	-14%	-9%	-0.1%
CC(=O)N(CC(=O)O)c1ccccc1C(=O)O	-2%	6%	2.6%	-23%	-3.0%	15%	14%	-2%	0.5%
CN1CCCN(C(=O)c2cc(=O)[nH]c3ccccc23)c2nc3ccccc3nc21	1%	4%	-2.6%	-45%	-2.8%	12%	-9%	8%	-0.1%
O=C(O)C1CC=CCC1C(=O)NCCc1cccc(Cl)c1 (configuration not stated)	0%	9%	-0.9%	-2%	-0.3%	15%	-2%	-12%	-0.1%
O=C1CC(c2nc3ccccc3[nH]2)CN1c1ccccc1 (configuration not stated)	-4%	4%	-1.0%	18%	-0.8%	-30%	-10%	-7%	-0.2%
CCCCC1(C)OC(=O)C(=Cc2ccc(SC)cc2)C(=O)O1 (configuration not stated)	12%	14%	-0.8%	-5%	19%	-20%	-4%	11%	0.0%
COc1cc(C(C(=O)NCc2ccccc2)N(C(=O)c2snc(C(N)=O)c2N)C2CCCC2)cc(OC)c1OC (configuration not stated)	4%	-2%	-2.1%	-28%	2.0%	-3%	5%	-6%	0.0%
Nc1nnc(-c2cc3ccccc3oc2=O)s1	-7%	?	-3.9%	-30%	-0.1%	-41%	1%	-7%	-0.1%
Cc1ccc(S(=O)(=O)CCc2nc3ccccc3n2CCC#N)cc1	2%	2%	-3.0%	24%	-1.3%	3%	1%	-9%	-0.1%
O=C1c2ccccc2C(=O)C1c1ccccc1F	1%	-7%	-0.4%	-41%	1.1%	-7%	-1%	5%	0.6%
OCC1(Cc2ccccc2)CCN(Cc2cc3ccccc3o2)CC1	0%	-2%	-0.8%	-24%	-1.7%	-64%	-10%	2%	-0.1%
CCOc1ccccc1N(CC(=O)NC(C)(C)C)C(=O)Cn1nnc(-c2ccc(C)o2)n1	13%	12%	0.7%	-42%	-3.0%	11%	0%	-14%	-0.2%
C/C(=N/NC(=O)c1cc(C)[nH]n1)c1ccncc1	0%	-13%	4.0%	-19%	-0.5%	-14%	-5%	-2%	-0.2%
O=C(C1CCCN(S(=O)(=O)c2cnc[nH]2)C1)N1CC(=O)N(CCc2ccccc2)C(=O)C1 (configuration not stated)	5%	-1%	-1.2%	10%	1.3%	-14%	22%	13%	-0.1%
COC(=O)c1cc(=O)n(Cc2ccc3c(c2)OCO3)c(=Nc2ccc(F)cc2)s1	3%	1%	-1.0%	12%	-2.4%	49%	-8%	29%	0.6%
On1onc2c3cc(-c4ccccc4)nc3ccc21	0%	-8%	2.5%	-12%	0.3%	-44%	-4%	3%	-0.1%
CCOC(=O)N1CCC(Nc2c(NCCCN3CCN(c4ccc(OC)cc4)CC3)c(=O)c2=O)CC1	-6%	-9%	1.9%	18%	-0.7%	12%	0%	41%	-0.1%
CCOCCCNC(=O)/C(C#N)=C/c1ccc(Cl)c([N+](=O)[O-])c1	-1%	?	0.1%	29%	1.5%	34%	18%	51%	1.5%
COc1cc(OC)c(/C=N/N2CCN(c3ccccc3OC)CC2)c(OC)c1	0%	0%	0.2%	0%	-3.0%	-8%	-9%	-4%	0.7%
CCCn1c(SCC(=O)N2CCN(S(=O)(=O)c3ccc(Cl)cc3)CC2)n[nH]c1=O	1%	4%	-3.6%	-10%	-0.2%	-4%	-5%	4%	0.3%
CCOC(=O)COc1ccc(S(=O)(=O)NCc2cccnc2)cc1	3%	4%	-0.8%	8%	-1.9%	-18%	-8%	8%	0.0%
CCOC(=O)C1C(=O)OC(C)(C)C1C(CC)C(=O)c1ccccc1 (configuration not stated)	-8%	2%	-1.3%	10%[20 µM]	-1.1%	-3%	-7%	1%	-0.1%
COc1ccccc1N1CCN(C(=O)COc2cccc(C)c2C)CC1	3%	-5%	-0.9%	31%	-1.3%	-20%	17%	0%	-0.2%
CCOc1ccc(CNC(=S)N/N=C\c2ccc([N+](=O)[O-])cc2)cc1	-5%	-9%	-0.5%	23%	-2.5%	8%	7%	-5%	-0.4%
CCOc1ccc(NCc2nnc(SCc3ccc(Cl)cc3)n2-c2ccccc2)cc1	3%	-2%	5.5%	15%	-1.5%	-40%	-19%	-1%	0.1%
CN(C)c1nnnn1-c1ccccc1Oc1ncc(C(F)(F)F)cc1Cl	-6%	-10%	6.8%	-30%	0.6%	-20%	-2%	-2%	-0.5%
Cc1cccc(CC(Cc2nc3ccccc3[nH]2)c2nc3ccccc3[nH]2)c1 (configuration not stated)	-3%	-3%	4.6%	7%	1.3%	-21%	-5%	-2%	0.3%
CC(C)[C@H](NC(=O)c1ccccc1)C(=O)OCC(=O)NCc1ccc(F)cc1	9%	-1%	-2.4%	8%	1.3%	-32%	-2%	-2%	-0.2%
COc1ccc2c(CC(=O)N3CCc4cc(OC)c(OC)cc4C3)coc2c1	1%	12%	0.3%	-4%	-0.4%	-18%	-8%	20%	-0.2%

Source: PubChem (Sanford-Burnham Center for Chemical Genomics)
